Screens (PubChem BioAssay)
EPAC2 antag – blocks human EPAC2 exchange factor. Q8WZA2. EPAC2 GEF exchange of Rap1B-BODIPY-GDP, fluorescence. Potency, µM (highest dose often 114 µM), for the others: at the highest dose activity, negative = inhibition, actives largely listed as inhibitors. 360,000 tested, 0.18% active; active = well fitted inhibition curve with a large enough effect; inconclusive = small, poorly fitted or top-dose-only effect; inactive = no such curve, though single readings can be large or run the other way; also: nearly all actives have a fitted effect of over 45% in size; many of its hits are not listed in these tables
Target sequence (Q8WZA2 whole entry, looked up): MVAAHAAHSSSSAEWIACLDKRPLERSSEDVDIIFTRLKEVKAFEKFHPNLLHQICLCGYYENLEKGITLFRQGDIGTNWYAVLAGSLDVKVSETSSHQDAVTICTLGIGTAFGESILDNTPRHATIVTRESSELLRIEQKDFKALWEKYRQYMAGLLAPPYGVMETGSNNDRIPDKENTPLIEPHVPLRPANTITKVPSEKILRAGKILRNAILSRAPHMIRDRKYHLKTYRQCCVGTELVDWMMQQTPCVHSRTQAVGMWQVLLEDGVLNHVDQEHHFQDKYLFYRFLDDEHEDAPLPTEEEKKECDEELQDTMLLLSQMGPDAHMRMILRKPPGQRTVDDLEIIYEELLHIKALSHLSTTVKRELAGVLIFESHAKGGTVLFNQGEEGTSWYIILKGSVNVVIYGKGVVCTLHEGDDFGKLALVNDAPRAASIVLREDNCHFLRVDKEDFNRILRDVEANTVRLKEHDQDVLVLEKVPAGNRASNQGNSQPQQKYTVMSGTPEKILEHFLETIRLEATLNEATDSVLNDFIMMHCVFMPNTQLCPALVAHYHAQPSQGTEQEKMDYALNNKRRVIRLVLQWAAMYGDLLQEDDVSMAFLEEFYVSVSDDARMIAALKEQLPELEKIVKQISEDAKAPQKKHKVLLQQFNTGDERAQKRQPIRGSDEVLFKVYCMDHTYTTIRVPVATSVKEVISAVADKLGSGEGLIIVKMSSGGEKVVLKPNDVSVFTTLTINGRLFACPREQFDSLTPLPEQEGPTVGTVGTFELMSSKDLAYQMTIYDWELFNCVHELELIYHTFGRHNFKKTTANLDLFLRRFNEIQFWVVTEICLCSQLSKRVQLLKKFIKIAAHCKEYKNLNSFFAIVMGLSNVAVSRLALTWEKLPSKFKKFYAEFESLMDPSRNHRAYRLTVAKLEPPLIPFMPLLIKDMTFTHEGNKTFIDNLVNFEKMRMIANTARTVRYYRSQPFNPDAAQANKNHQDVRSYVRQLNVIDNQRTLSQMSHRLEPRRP
* hit, by the source's call; & = joins results of further samples. % is scaled to controls: 0 for no effect and ±100 for the full control effect; potency is read from the fitted curve at half-maximal effect. This is a subset (hit frequency here may not be typical).

Screening CC(=O)N1c2ccccc2N=C(c2ccc(C(F)(F)F)cc2)C1C(=O)NC1CCCC1 (stereo not given) returned EPAC2 antag -28%.
Screening CC(C)NC(=O)C1(C)CN(S(C)(=O)=O)CC(=O)N1CCCn1ccnc1 (stereo not given) returned EPAC2 antag 2%.
For COc1ccc(C(=O)C(OP(=O)(OC)OC)c2ccccc2OC)cc1 (stereo not given) the results were EPAC2 antag -15%.
CC1(C(=O)Nc2ccc3c(c2)OCCO3)CSCC(=O)N1C1CCN(Cc2ccccc2)CC1 (stereo not given) was read as EPAC2 antag -2%.
Screening COc1ccc(C(=O)C(=O)N2CCN(c3ccccc3F)CC2)cc1 returned EPAC2 antag -24%.
Screening CCCCCCCCN1C(=O)[C@H](CC(=O)NCCCN2CCCC2=O)C[C@@]2(C(=O)OC)CC(C)(C)CC=C12 returned EPAC2 antag inconclusive.
COC(=O)C1(C(=O)OC)C[C@H](c2ccc(OC)cc2)N(Cc2ccccc2OC)[C@@H]1c1cccs1 was read as EPAC2 antag -11%&-8%.
`CCOC(=O)[C@]12CCCC=C1N(Cc1ccccc1)C(=O)[C@H](CC(=O)NCc1cccc(C(F)(F)F)c1)C2` gave EPAC2 antag -20%.
For CC1(C(=O)Nc2ccc3c(c2)OCCO3)CN(S(C)(=O)=O)CC(=O)N1Cc1cccc(F)c1 (stereo not given) the results were EPAC2 antag -11%.
CCCCOCCCNC(=O)C[C@@H]1C[C@@]2(C(=O)OC)CC(C)(C)CC=C2N(Cc2ccco2)C1=O was read as EPAC2 antag 5%.
CCOC(=O)N1CCN(C(=O)C[C@@H]2C[C@@]3(C(=O)OC)CC(C)(C)CC=C3N(Cc3cccc4ccccc34)C2=O)CC1 was read as EPAC2 antag -10%.
Cc1cccc(C)c1NC(=O)C(c1ccnc2ccccc12)N1CCN(CCN(C)C)CC1 (stereo not given) was read as EPAC2 antag inconclusive.
Screening COC(=O)[C@@]12C[C@@H](CC(=O)N3CCC(c4ccccc4)CC3)C(=O)N(CCc3ccc(OC)c(OC)c3)C1=CCC(C)(C)C2 returned EPAC2 antag -13%.
`Cc1cc(N2CCN(C(C(=O)NC3CCCC3)C(C)(C)C)CC2)c2ccccc2n1` (stereo not given) gave EPAC2 antag 13%.
CCCCCCCCN1C(=O)[C@H](CC(=O)NCc2ccc(OC)c(OC)c2)C[C@@]2(C(=O)OC)CC(C)(C)CC=C12 was read as EPAC2 antag -27%.
`Cc1cnc(-c2nc3ccccc3n2C(C(=O)NC(C)(C)C)c2ccncc2)cn1` (stereo not given) gave EPAC2 antag 7%.
Screening CCc1c(-c2ccc(Br)cc2)ncn1Cc1cccc(-c2ccccc2)c1 returned EPAC2 antag inconclusive.
For CC(=O)Nc1cccc(-c2nc3ccccc3n2C(C(=O)NC(C)(C)C)C2CC2)c1 (stereo not given) the results were EPAC2 antag -1%.
For Cc1cc2c(cc1C)-n1nnnc1C(N(C)Cc1ccccc1)C(=O)N2 (stereo not given) the results were EPAC2 antag inconclusive.
`O=C(C[C@H]1CC[C@@H](NC(=O)c2ccncc2)[C@@H](CO)O1)NCC1CC1` gave EPAC2 antag 3%.
For Cc1ccc(S(=O)(=O)N2C(c3cccc(Cl)c3)CC=C(C(=O)O)C2c2cccc(Cl)c2)cc1 (stereo not given) the results were EPAC2 antag 11%.
CC(=O)N1CCN(C(C(=O)Nc2c(C)cccc2C)c2cccc(F)c2)CC1 (stereo not given) was read as EPAC2 antag 5%.
For CC1(C(=O)Nc2ccc3c(c2)OCCO3)CSCC(=O)N1C1CC1 (stereo not given) the results were EPAC2 antag 1%.
`COC(=O)C[C@@H]1OC[C@H](CO)N1S(=O)(=O)c1ccc(C)cc1` gave EPAC2 antag 2%.
Screening Nc1sc(-c2ccccc2)cc1C(=O)N1CCN(c2ccccc2)CC1 returned EPAC2 antag 0%.
For O=C(N[C@H]1CC[C@H](CCNS(=O)(=O)c2ccc(Cl)cc2)O[C@@H]1CO)c1cccc(F)c1 the results were EPAC2 antag -26%.
`CCOC(=O)N1CCN(C(C(=O)NC2CCCC2)c2cccc(OC)c2OC)CC1` (stereo not given) gave EPAC2 antag -7%.
`CCC(C(=O)Nc1c(C)cccc1C)n1c(-c2cnc(C)cn2)nc2ccccc21` (stereo not given) gave EPAC2 antag -10%.
Screening Cc1ccc(S(=O)(=O)N2[C@@H](CO)CO[C@H]2CC(=O)c2cccc3ccccc23)cc1 returned EPAC2 antag -13%.
`COC(=O)[C@]12CCCCC=C1N(CCc1ccc(OC)c(OC)c1)C(=O)[C@H](CC(=O)NCc1ccccc1)C2` gave EPAC2 antag -5%.
Screening Cc1nc(NC(=O)c2ccccc2)sc1-c1cc(C(=O)NCCO)nn1Cc1ccccc1 returned EPAC2 antag 5%.
For CC(C)NC(=O)C1(C)CSCC(=O)N1Cc1cccc(F)c1 (stereo not given) the results were EPAC2 antag -15%.
`COC(=O)C1=CN(c2c(C)cc(C)cc2C)C(N)=C(C#N)C1c1cccc(F)c1` (stereo not given) gave EPAC2 antag inconclusive.
`CCC(C(=O)NC1CCCC1)n1c(-c2ccnc3ccccc23)nc2ccccc21` (stereo not given) gave EPAC2 antag 17%.
For O=C(C(=O)N1CCN(c2ccccc2)CC1)c1ccc2c(c1)OCO2 the results were EPAC2 antag 7%.
`Cc1cccc(C)c1NC(=O)C1(C)CSCC(=O)N1CCCN1CCOCC1` (stereo not given) gave EPAC2 antag 9%.
Screening O=C1c2c(-c3ccc(Br)cc3)noc2CCN1Cc1cn(C2CCCC2)nn1 returned EPAC2 antag 0%.
`O=C(Nc1ccc(F)cc1)C(CCc1ccccc1)N1CCN(C(=O)c2ccco2)CC1` (stereo not given) gave EPAC2 antag -10%.
O=C(NCc1ccccc1)C(c1ccc(C(F)(F)F)cc1)N1CCN(CCN2CCOCC2)CC1 (stereo not given) was read as EPAC2 antag -18%.
Screening COC(=O)C1(C(=O)OC)C2CCCCC2N(S(=O)(=O)c2ccc(C)cc2)[C@@H]1CC(C)=O (stereo not given in full) returned EPAC2 antag -17%.
`CC(C)NC(=O)C1(C)CN(S(C)(=O)=O)CC(=O)N1CCCN1CCOCC1` (stereo not given) gave EPAC2 antag 6%.
Screening CCCCCNC(=O)C(c1ccnc2ccccc12)n1c(=O)c(-c2cc3ccccc3[nH]2)nc2ccccc21 (stereo not given) returned EPAC2 antag -11%.
`COC(=O)C1=CN(c2ccc(C)cc2)C(N)=C(C#N)C1c1ccc(OC)cc1` (stereo not given) gave EPAC2 antag -26%.
O=C1C=C(OCCCl)CC(c2cccc(Cl)c2)O1 (stereo not given) was read as EPAC2 antag -6%.
`O=C(NCc1ccccc1)C1C(c2ccc3c(c2)OCO3)=Nc2ccccc2N1C(=O)c1ccco1` (stereo not given) gave EPAC2 antag -18%.

A draw from above in order of length of the SMILES, falling.
`COC(=O)[C@]12CCCCC=C1N(CCc1ccc(OC)c(OC)c1)C(=O)[C@H](CC(=O)NCc1ccccc1)C2` gave EPAC2 antag -5%.
For O=C(N[C@H]1CC[C@H](CCNS(=O)(=O)c2ccc(Cl)cc2)O[C@@H]1CO)c1cccc(F)c1 the results were EPAC2 antag -26%.
Screening CCCCCNC(=O)C(c1ccnc2ccccc12)n1c(=O)c(-c2cc3ccccc3[nH]2)nc2ccccc21 (stereo not given) returned EPAC2 antag -11%.
Screening COC(=O)C1(C(=O)OC)C2CCCCC2N(S(=O)(=O)c2ccc(C)cc2)[C@@H]1CC(C)=O (stereo not given in full) returned EPAC2 antag -17%.
For CC1(C(=O)Nc2ccc3c(c2)OCCO3)CN(S(C)(=O)=O)CC(=O)N1Cc1cccc(F)c1 (stereo not given) the results were EPAC2 antag -11%.
`O=C(C[C@H]1CC[C@@H](NC(=O)c2ccncc2)[C@@H](CO)O1)NCC1CC1` gave EPAC2 antag 3%.
Screening CC(=O)N1c2ccccc2N=C(c2ccc(C(F)(F)F)cc2)C1C(=O)NC1CCCC1 (stereo not given) returned EPAC2 antag -28%.
`COC(=O)C1=CN(c2c(C)cc(C)cc2C)C(N)=C(C#N)C1c1cccc(F)c1` (stereo not given) gave EPAC2 antag inconclusive.
Cc1cccc(C)c1NC(=O)C(c1ccnc2ccccc12)N1CCN(CCN(C)C)CC1 (stereo not given) was read as EPAC2 antag inconclusive.
`Cc1cnc(-c2nc3ccccc3n2C(C(=O)NC(C)(C)C)c2ccncc2)cn1` (stereo not given) gave EPAC2 antag 7%.
Screening CC(C)NC(=O)C1(C)CN(S(C)(=O)=O)CC(=O)N1CCCn1ccnc1 (stereo not given) returned EPAC2 antag 2%.
Screening O=C1c2c(-c3ccc(Br)cc3)noc2CCN1Cc1cn(C2CCCC2)nn1 returned EPAC2 antag 0%.
Screening CCc1c(-c2ccc(Br)cc2)ncn1Cc1cccc(-c2ccccc2)c1 returned EPAC2 antag inconclusive.
For COc1ccc(C(=O)C(OP(=O)(OC)OC)c2ccccc2OC)cc1 (stereo not given) the results were EPAC2 antag -15%.
For CC(C)NC(=O)C1(C)CSCC(=O)N1Cc1cccc(F)c1 (stereo not given) the results were EPAC2 antag -15%.
O=C1C=C(OCCCl)CC(c2cccc(Cl)c2)O1 (stereo not given) was read as EPAC2 antag -6%.

Other results follow.
For O=C1c2c(-c3ccc(Br)cc3)noc2CCN1Cc1cn(Cc2cccnc2)nn1 the results were EPAC2 antag 0%.
CCC(C)CN1C(=O)CSCC1(C)C(=O)Nc1ccc2c(c1)OCCO2 (stereo not given) was read as EPAC2 antag 0%.
CCCCCCCCN1C(=O)[C@H](CC(=O)N2CCN(C(=O)c3ccco3)CC2)C[C@@]2(C(=O)OC)CC(C)(C)CC=C12 was read as EPAC2 antag inconclusive.
CCCCCCCCN1C(=O)[C@H](CC(=O)NCc2cccs2)C[C@@]2(C(=O)OC)CC(C)(C)CC=C12 was read as EPAC2 antag inconclusive.
`CCCNC(=O)N[C@H]1C=C[C@H](CC(=O)NC2CCCCC2)O[C@@H]1CO` gave EPAC2 antag 3%.
CCCCCNC(=O)C(c1cc2ccccc2o1)n1c(=O)c(-c2ccco2)nc2ccccc21 (stereo not given) was read as EPAC2 antag inconclusive.
CC(C)(C)NC(=O)C(c1ccccc1)n1c(=O)c(-c2ccccc2)nc2ccccc21 (stereo not given) was read as EPAC2 antag -11%.
For CCCCNC(=O)C1C(c2ccc(OC)cc2)=Nc2ccccc2N1C(=O)c1ccncc1 (stereo not given) the results were EPAC2 antag -2%.
CC(C)(C)NC(=O)C(c1cccc2ccccc12)n1c(=O)c(-c2ccco2)nc2ccccc21 (stereo not given) was read as EPAC2 antag 2%.
`O=C1C=C(OCCF)CC(c2cccc([N+](=O)[O-])c2)O1` (stereo not given) gave EPAC2 antag 1%.
Screening COC(=O)C[C@@H]1CC[C@H](NS(=O)(=O)c2cccc(F)c2)[C@@H](CO)O1 returned EPAC2 antag 13%.
COc1ccc(C(=O)NCCNc2nc3cc(C)cc(C)c3cc2C#N)nc1 was read as EPAC2 antag 8%.
For Cc1cccc(C)c1NC(=O)C(c1ccc(-c2ccccc2)cc1)n1c(=O)c(-c2ccco2)nc2ccccc21 (stereo not given) the results were EPAC2 antag -10%.
`CCC(C)CN1C(=O)CN(S(C)(=O)=O)CC1(C)C(=O)Nc1c(C)cccc1C` (stereo not given) gave EPAC2 antag 2%.
For COC(=O)C1=CN(c2ccc(OC)cc2)C(N)=C(C#N)C1c1cccc2ccccc12 (stereo not given) the results were EPAC2 antag -6%.
`O=C(C(=O)N1CCN(c2ccccc2F)CC1)c1ccccc1` gave EPAC2 antag -1%.
O=C(C[C@H]1CC[C@@H]2[C@H](COC[C@H](O)CN2Cc2cccc(F)c2)O1)NCc1cccc(F)c1 was read as EPAC2 antag -1%.
O=C(Nc1c(-c2ccccc2)[nH][nH]c1=O)c1ccccc1 was read as EPAC2 antag 12%.
COC(=O)[C@@]12C[C@@H](CC(=O)NCc3ccccc3)C(=O)N(CCc3ccc(OC)c(OC)c3)C1=CCC(C)(C)C2 was read as EPAC2 antag -18%.
CCCCCCCCN1C(=O)[C@H](CC(=O)NCCCCc2ccccc2)C[C@@]2(C(=O)OC)CC(C)(C)CC=C12 was read as EPAC2 antag -10%.
`COc1ccc(C(C(=O)NC(C)(C)C)n2c(-c3ccc(C(F)(F)F)cc3)nc3ccccc32)cc1` (stereo not given) gave EPAC2 antag 5%.
`CCCCCCCCN1C(=O)[C@H](CC(=O)NCc2ccc(OC)c(OC)c2)C[C@@]2(C(=O)OCC)CCC=C12` gave EPAC2 antag inconclusive.
For CC1(C(=O)NCc2ccccc2)CSCC(=O)N1CCCn1ccnc1 (stereo not given) the results were EPAC2 antag 1%.
`CSCCC(c1nc2ccccc2[nH]1)n1c(-c2ccc3ncccc3c2)nc2ccccc21` (stereo not given) gave EPAC2 antag -8%.
`CCCCOCCCNC(=O)C[C@@H]1C[C@@]2(C(=O)OCC)CCCC=C2N(CCc2ccc(OC)c(OC)c2)C1=O` gave EPAC2 antag 5%.
O=C(Cc1cccnc1)N[C@@H]1CC[C@H](CCn2cc(Cc3ccccc3)nn2)O[C@@H]1CO was read as EPAC2 antag 10%.
For O=C(NCc1ccccc1)C(c1ccccc1F)n1c(=O)c(-c2ccccc2)nc2ccccc21 (stereo not given) the results were EPAC2 antag -15%.
Screening Cc1ccc(S(=O)(=O)N2CC3C(=O)C[C@@H](c4ccccc4Cl)N(S(=O)(=O)c4ccc(C)cc4)C3CC2c2ccccc2)cc1 (stereo not given in full) returned EPAC2 antag -3%.
COC(=O)C1=CN(c2cccc(OCc3ccccc3)c2)C(N)=C(C#N)C1c1ccc(-c2ccccc2)cc1 (stereo not given) was read as EPAC2 antag 23%.
O=C(C[C@H]1CC[C@@H]2[C@H](COC[C@@H](O)CN2Cc2ccc(Cl)cc2)O1)NCCc1ccccc1 was read as EPAC2 antag 4%.
`Cc1ccccc1CN1C(=O)CSCC1(C)C(=O)Nc1c(C)cccc1C` (stereo not given) gave EPAC2 antag 1%.
For Cc1cccc(C)c1NC(=O)C1C(c2ccc3c(c2)OCO3)=Nc2ccccc2N1C(=O)c1ccccc1 (stereo not given) the results were EPAC2 antag 11%.
CCC(C(=O)NC(C)(C)C)n1c(-c2ccc3c(c2)OCO3)nc2ccccc21 (stereo not given) was read as EPAC2 antag 2%.
